aDG glyco act = alpha-DG glycosylation activation | activation, % at 10 µM | actives 0.22% (n = 360,000) | AID 624168 | Pro5-aDG cells, alpha-DG glycosylation AlphaScreen (IIH6); 0% Pro5, 100% B10-LARGE cell signal;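 active = activation of at least 8% versus controls, or a plate z-score of at least 8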;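 note: Pro5 are CHO cells carrying HIG-tagged alpha-DG that lacks glycosylation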
m5-HT2A agonist = agonists of mouse serotonin 5-HT2A receptor (HTR2A); P35363; CHO-K1 mHTR2A beta-arrestin complementation, luminescence; percent of 30 µM serotonin response; activation, % at 7.6 µM; actives 0.66% (n = 360,000); AID 624169;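 active = activation above a run cutoff, the mean activation of all tested compounds plus 3 SD, cut at about 14% in these data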;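 note: 0% = plate median of compound wells and 100% = 30 µM serotonin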
Target sequence (P35363 whole entry, looked up): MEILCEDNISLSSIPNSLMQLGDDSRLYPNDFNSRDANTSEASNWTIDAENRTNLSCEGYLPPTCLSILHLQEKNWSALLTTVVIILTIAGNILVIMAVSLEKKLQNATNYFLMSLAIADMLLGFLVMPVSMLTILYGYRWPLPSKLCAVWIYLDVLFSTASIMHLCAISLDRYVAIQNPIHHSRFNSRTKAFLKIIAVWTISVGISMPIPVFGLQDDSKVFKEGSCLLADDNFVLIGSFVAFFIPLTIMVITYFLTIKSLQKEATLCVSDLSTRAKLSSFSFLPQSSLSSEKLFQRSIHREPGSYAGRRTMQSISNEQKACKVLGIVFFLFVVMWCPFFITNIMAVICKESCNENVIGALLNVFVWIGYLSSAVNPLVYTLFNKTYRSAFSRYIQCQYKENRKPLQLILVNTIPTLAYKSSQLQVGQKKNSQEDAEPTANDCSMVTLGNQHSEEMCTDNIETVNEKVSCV
PDI turbidity = PDI (human) enzyme inhibition | actives 0.052% (n = 350,000) | P07237 | PDI insulin aggregation turbidity, A650, 90 min | inhibition, % at 10 µM;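 active = mean inhibition across replicates of 30% or more, whatever share of single replicates reach that level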;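 note: absorbance from insulin aggregation driven by PDI reduction with DTT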
Target sequence (P07237 whole entry, looked up): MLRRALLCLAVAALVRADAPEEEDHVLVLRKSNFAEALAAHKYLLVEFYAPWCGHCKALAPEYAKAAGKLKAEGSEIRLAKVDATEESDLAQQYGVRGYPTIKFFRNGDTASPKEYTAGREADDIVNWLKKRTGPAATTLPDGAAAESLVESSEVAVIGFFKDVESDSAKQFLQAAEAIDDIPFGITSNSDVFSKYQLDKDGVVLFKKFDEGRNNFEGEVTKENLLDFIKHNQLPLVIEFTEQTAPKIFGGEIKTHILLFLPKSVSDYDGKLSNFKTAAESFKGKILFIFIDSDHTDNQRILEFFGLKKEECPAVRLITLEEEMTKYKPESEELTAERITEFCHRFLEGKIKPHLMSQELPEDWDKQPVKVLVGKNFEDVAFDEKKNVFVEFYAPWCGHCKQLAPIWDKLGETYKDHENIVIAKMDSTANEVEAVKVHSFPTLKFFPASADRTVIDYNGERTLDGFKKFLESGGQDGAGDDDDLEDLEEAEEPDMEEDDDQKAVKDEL
ABCB6 inh MLPCN = human ABCB6 transporter inhibition; Q9NP58; K562-ABCB6 porphyrin accumulation, flow cytometry, 1 h; hits give low values; fluorescence ratio to DMSO, % at 10 µM; actives 0.19% (n = 360,000); AID 602162;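 active = fluorescence ratio to DMSO below 75%, the collection mean minus 3 SD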;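 note: signal is porphyrin accumulated inside mitochondria; 100% equals median channel fluorescence of DMSO control wells; lower ratio means ABCB6 inhibition with less porphyrin fluorescence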
Glyco luc inh = N-linked glycosylation inhibition | D54 ERlucT glycosylation luciferase reporter, 24 h; percent of 100 nM tunicamycin response | reporter increase, % at 12.5 µM | actives 0.23% (n = 360,000);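 active = mean luciferase reporter signal, scaled so untreated is 0 and the glycosylation-blocking control 100, at or above a set limit in every replicate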;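 note: luciferase carries N-glycosylation sites so blocking glycosylation raises the light; 0% = median of neutral control wells and 100% = median of 100 nM tunicamycin wells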
Vif inh = blocks HIV Vif function; HEK293T cells, Vif self-association by quenched fluorescence, imaging, 24 h; inhibition, % at 7.49 µM; actives 0.35% (n = 340,000); in the data active = inhibition above about 50%, passing the limit was not always enough; note: some results filed as inactive read as strong as hits
H9c2 protect = protects H9c2 cardiomyocytes from peroxide injury. H2O2 injury protection, ATPLite, 2 h. protection from H2O2 cell death, % at 20 µM. actives 0.63% (n = 360,000). AID 588492;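 active = compounds giving at least 50% protection of heart cells from peroxide-induced death in the single-dose screen, raw or plate-pattern-corrected value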;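 note: 0% = DMSO wells with peroxide and 100% = DMSO wells without peroxide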
CaV13 FRET inh = Disruptors of the CACNA1D IQ motif to Ca2+-dependent inactivation inhibitor domain association, primary screening, Förster resonance energy transfer in intact living … | HEK cells, CFP/YFP FRET ICDI-IQ, plate reader, 10 min; percent FRET-ratio fall versus neutral wells | inhibition, % at 12.3 µM | actives 0.098% (n = 340,000);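 active = mean replicate inhibition of at least 30% and at least 1% of replicates passing that level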;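 note: 0% = median of the neutral control wells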
MC4R ag barr = agonists of human melanocortin 4 receptor (MC4R) beta-arrestin; P32245; U2OS MC4R beta-arrestin complementation, luminescence; percent of melanotan II response, DMSO zero; activation, % at 8.9 µM; actives 0.98% (n = 360,000);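 active = activation above a per-plate cutoff, the mean activation of sample wells on that plate plus 3 SD, cut at about 8% in these data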
MC4R antag cAMP = blocks human MC4R cAMP signaling; AID 540295; inhibition, % at 6.5 µM; P32245; actives 0.48% (n = 360,000); MC4R-expressing cells, MTII-stimulated cAMP, LANCE TR-FRET;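 active = inhibition above its plate's cutoff, the mean of tested wells on that plate plus 3 SD, cut at about 29% in these data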;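 note: 0% = Melanotan II alone and 100% = Melanotan II plus saturating MCL0020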
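material = U2OS cells stably expressing human melanocortin 4 receptor (MC4R) | also added = Melanotan II challenge | dosing = single nominal compound dose of 6.5 µM | detection = TR-FRET with Eu-cAMP and labeled anti-cAMP, 671 nm | replication = singlicate | timing = compound 30 min, challenge 1 h, detection 1 h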
The depositor's hits bear a star; · = not tested or not shown; & = joins results of further samples.

canonical_smiles	MC4R antag cAMP	aDG glyco act	ABCB6 inh MLPCN	Glyco luc inh	H9c2 protect	CaV13 FRET inh	MC4R ag barr	m5-HT2A agonist	PDI turbidity	Vif inh
Cc1nc2ccc(C(=O)NCCCn3ccnc3)cn2c1N(C)CC1CCCCC1	7	0.1	90	1	3	-7	-0.1	-5	7	14
Cc1ccc(OCC(=O)NCc2ccco2)c([N+](=O)[O-])n1	-1	-0.1	99	0	11	-4	0.5	1	7	10
CC(Sc1nc2cc(Cl)ccc2s1)C(=O)Nc1ccc2c(c1)OCO2 (centres undefined)	-7	0.1	92	1	-11	-3	1.0	-1	-5	3
O=C(Nc1ccncc1)c1ccc(NS(=O)(=O)c2cccc(F)c2)cc1	23	0.5	96	2	-3	-5	1.4	2	2	-11
CN(C)c1ccc(C(=O)N=c2sccn2C)cc1[N+](=O)[O-]	-1	-0.2	102	1	-10	·	-3.7	-2	4	-5
CC(C)Oc1ccc(CN2CCCC(CO)(Cc3ccccc3)C2)cc1CO (centres undefined)	5	0.2	101	-1	-4	-5	0.2	0	4	0
CCCc1cc(=O)oc2c(CN3CCCC3)c(O)c(Cl)cc12	3	0.8	102	0	-2	-3	1.9	7	-1	1
COc1cccc(CN(C)C(=O)C(Cc2ccccc2)NC(=O)c2ccccc2)c1OC (centres undefined)	-1	-0.1	90	-2	57*	-6	-1.8	6	4	-7
COc1ccc(C[C@H]2CN3C(=NC[C@@H]3Cc3ccc(O)cc3)N2CCNC(=O)c2ccc(C)c(Br)c2)cc1	4	-0.1	95	4	1	0	-1.5	-16	12	8
O=c1ccc(/C=C/c2ccccc2)nn1Cc1ccccc1Cl	6	0.1	110	-3	-2	-5	-1.0	-6	-1	4
Cc1cc(C)c(NC(=O)CN2C(=O)NC3(CCCCC3)C2=O)c(C)c1	8	0.0	90	2	0	-7	-2.0	5	-2	18
S=c1cnc2ccccc2[nH]1	10	0.2	96	3	-6	-2	-1.0	2	9	2
Cn1c(C(=O)Nc2ccc3c(c2)OCO3)cc2c(=O)n(C)c3ccccc3c21	-9	0.1	96	3	29	-10	1.6	1	·	-1
O=c1[nH][nH]c2c1C(c1ccc(Cl)c(Cl)c1)OC(CCc1ccccc1)C2 (centres undefined)	·	0.1	98	·	·	-6	·	-5	·	·
COc1ccc(N=N/C(C(C)=O)=C(/C)O)cc1	-16	0.0	97	-1	0	1	-0.8	-1	-12	3
CCC(CO)Oc1cc(NCc2cc(C)cc(C)c2)c2ncn(C(C)C)c2c1 (centres undefined)	1	-0.1	103	1	-14	-5	0.8	-1	2	0
COc1ccc2cc3cc(C(=O)NCCN4CCc5ccccc5C4)oc3nc2c1	1	0.4	89	4	40	·	-0.6	-3	-34	0
CC(C)N1CC(O)=C(c2nc3ccccc3[nH]2)C1=N	6	0.1	99	3	4	-7	-0.3	-4	1	-3
O=C1/C(=C/c2ccc(Cl)cc2)NC(=S)N1Cc1cccnc1	0	0.8	94	-1	-2	-6	-1.6	-1	3	11
CCOC(=O)Cn1c(CN2CCOCC2)nc2c1c(=O)[nH]c(=O)n2C	2	-0.3	97	2	4	-3	-0.2	8	·	3
CCC(C)NC(=S)Nc1ccc(C(=O)OC)cc1 (centres undefined)	11	0.2	92	-1	-21	4	-0.3	-5	11	-11
Cc1csc(NC(=O)Nc2cccc(Cl)c2)n1	-3	0.1	98	-3	-15	-5	-2.3	-6	-1	·
Cc1cc(NC(=O)CSc2nc(C(C)C)nc3c2c(=O)n(C)c(=O)n3C)no1	6	-0.1	96	-1	25	-3	1.0	3	·	·
C=CCSc1nc2[nH]ncc2c(=O)[nH]1	-3	-0.3	104	1	9	-4	-0.7	1	10	-2
Cn1c(SCC(=O)N2CC(=O)Nc3ccccc32)nnc1C(F)(F)F	10	-0.3	104	7	-2	-4	-0.7	1	-1	-3
COc1ccc2nc(SCC(N)=O)[nH]c2c1	6	0.4	97	0	0	-5	2.8	1	2	-8
O=C1/C(=C\c2cccc([N+](=O)[O-])c2O)SC(=S)N1Cc1ccccc1	21	-0.1	133	-3	-17	-14	-1.3	4	-4	-16
COc1ccc(C(=O)CSc2nccn2C)c(OC)c1	-4	-0.1	95	-7	6	-8	-4.5	-2	3	0
CC(C)n1nnnc1C1c2ccccc2C(=O)N1Cc1cccs1 (centres undefined)	·	0.9	95	·	·	-7	·	1	·	·
CCC(C)(C)NC(=O)C(c1ccc(C)o1)N(Cc1cccs1)C(=O)Cn1nnc2ccccc21 (centres undefined)	6	1.6	107	-1	1	·	2.3	-3	-10	-7

A draw from above in order of molecular weight, high to low:
canonical_smiles	MC4R antag cAMP	aDG glyco act	ABCB6 inh MLPCN	Glyco luc inh	H9c2 protect	CaV13 FRET inh	MC4R ag barr	m5-HT2A agonist	PDI turbidity	Vif inh
COc1ccc2cc3cc(C(=O)NCCN4CCc5ccccc5C4)oc3nc2c1	1	0.4	89	4	40	·	-0.6	-3	-34	0
Cc1csc(NC(=O)Nc2cccc(Cl)c2)n1	-3	0.1	98	-3	-15	-5	-2.3	-6	-1	·
CC(C)N1CC(O)=C(c2nc3ccccc3[nH]2)C1=N	6	0.1	99	3	4	-7	-0.3	-4	1	-3

Going on with the list:
canonical_smiles	MC4R antag cAMP	aDG glyco act	ABCB6 inh MLPCN	Glyco luc inh	H9c2 protect	CaV13 FRET inh	MC4R ag barr	m5-HT2A agonist	PDI turbidity	Vif inh
Cc1ccccc1CN1C(=O)c2ccccc2C1c1nnnn1-c1ccc2c(c1)OCCO2 (centres undefined)	·	-0.2	98	·	·	-7	·	-5	·	·
O=C(O)c1ccc(N=NN2CCCC2)cc1	12	-0.1	99	1	-1	0	-1.8	1	4	-5
CN1CCN(c2ccc(S(=O)(=O)N3CCCCC3)cc2NC(=O)CSCc2ccccc2)CC1	8	-0.1	104	-2	-1	-5	-4.5	-7	13	-2
CCOc1ccc(N(CC(=O)N2CCCC2)S(=O)(=O)c2ccc(F)cc2)cc1	-1	0.1	96	1	-2	-5	-2.6	-1	-2	-30
CCCNC(=O)c1cc2nc(-c3ccccc3)cc(C(F)(F)F)n2n1	13	1.0	102	-1	-2	-8	2.1	0	-3	-2
O=C(CCC1CCCCC1)NCCS(=O)(=O)N1CCN(c2ccccc2)CC1	2	-0.1	98	-2	-3	-16	0.8	5	-4	-13
Nc1ncnc2c1CCC2	14	-0.1	110	1	6	-5	1.3	1	0	21
CC(C)C12CN(C(=O)c3ccccc3[N+](=O)[O-])CC(C(C)C)(CN(C(=O)c3ccccc3[N+](=O)[O-])C1)C2=O	21	-0.2	100	0	3	-14	-1.6	1	5	-8
COc1ccccc1NC(=O)N1CCN(c2cccc(C(F)(F)F)c2)CC1	7	0.3	100	1	-5	-3	0.6	10	3	-9
CC(=O)c1c(COC(=O)c2ccc(F)cc2)nc2ccccc2[n+]1[O-]	3	-0.1	97	3	-6	-21	1.5	0	-9	11
CC(C)(C)NCC(O)COc1ccccc1C(C)(C)C (centres undefined)	4	0.8	94	0	-1	-7	2.4	-9	-2	2
CSc1ncccc1C(=O)OCC(=O)Nc1cccc(S(=O)(=O)N2CCOCC2)c1	8	0.4	101	-2	-7	-10	-0.3	-2	1	0
O=C(Nc1cc2c3c(c1)C1CCCC1CN3CC1CCCC21)c1ccccc1 (centres undefined)	11	1.1	99	-3	22	-5	-0.5	-5	2	26
COc1ccccc1/C=C/C(=O)NCCC1=CCCCC1	11	0.0	101	-2	1	-5	-2.7	-3	-10	-1
C/C(=N\NC(=O)c1cccc(S(=O)(=O)N2CCCC2)c1)c1ccncc1	6	-0.4	100	1	1	-7	1.5	-7	3	0
N#C/C(=C(/O)c1ccccc1F)c1nc2cc(C(F)(F)F)ccc2s1	7	-0.3	89	4	1	-20	-2.1	-2	-4	-6
COc1ccc(-n2nc(C(=O)NCCCN3CCCC3=O)c3c4ccccc4n(C)c3c2=O)cc1Cl	5	-0.2	98	-1	22	·	-1.9	11	2	-7
CCOC(=O)C1CCN(C(=O)CSc2nc3ncccc3[nH]2)CC1	9	-0.2	101	2	-1	-5	-3.0	1	-4	5
O=C1c2ccccc2C(O)(c2ccccc2)N1C1CC1 (centres undefined)	9	0.1	99	0	-3	6	3.3	-1	-2	28
OCCC#Cc1ccc(CN2CCN(CCc3ccccc3)C(CCO)C2)cc1 (centres undefined)	-1	-0.1	95	-2	0	-3	-1.4	-11	-4	9
O=C(Nc1nc(-c2ccccc2)c(-c2ccccc2)s1)c1ccc(S(=O)(=O)N2CCCC2)cc1	2	0.9	99	-5	-9	-12	0.4	1	5	0
Cc1cc(C)c2nc(-c3cccnc3)cc(C(=O)Nc3ccc(S(=O)(=O)Nc4onc(C)c4C)cc3)c2c1	20	-0.5	88	-1	5	-3	-1.1	3	2	-7
Cc1cc(C(=O)COc2ccc(F)cc2Br)c(C)n1C	3	0.0	99	-3	-8	-10	0.9	0	5	2
COc1cc(C(=O)NC(=S)Nc2csc(-c3ccc(F)cc3)n2)cc(OC)c1OC	12	0.2	99	3	-7	-13	-0.1	-3	-9	-3
O=C(Cc1ccccc1[N+](=O)[O-])Nc1ccccc1C(=O)N1CCOCC1	6	0.0	97	2	2	-2	-1.8	7	-3	5
COc1ccc(-c2csc(NC(=S)NC(=O)c3ccc4ccccc4c3)n2)cc1OC	-1	-0.3	93	-6	5	·	4.3	4	-7	·
CC1=C(C(=O)OCc2ccccc2)C(c2ccccn2)c2c(n(C)c(=O)n(C)c2=O)N1 (centres undefined)	13&2	-0.2&-0.1	103&100	2&-2	-1&-3	-6	-0.5&-0.3	3&3	-1&2	10&5
CSCCC(NC(=O)c1ccccc1Cl)C(=O)NCc1ccncc1 (centres undefined)	4	-0.3	97	0	4	-2	-0.5	-1	3	7
COc1ccccc1C(=O)N/C(=C\c1ccccc1)C(=O)NCc1ccco1	7	-0.1	96	0	0	-6	-1.5	-3	-10	-8
Cc1cccc(Nc2ccccc2C(=O)OCC(=O)N(C)C2CCS(=O)(=O)C2)c1C (centres undefined)	12	0.1	99	-3	6	·	0.5	0	-4	-4
CCCCSCCCNC(=O)C1CCC(CNS(=O)(=O)c2ccccc2)CC1 (centres undefined)	5	0.1	97	-1	-6	-20	2.6	2	-9	-14
CCN(C(=O)COC(=O)c1ccc(COc2ccc3c(C)cc(=O)oc3c2)cc1)C1CCS(=O)(=O)C1 (centres undefined)	14	-0.2	96	1	-4	-12	-3.8	1	9	-4
Cc1ccc(C2(C)NC(=O)N(CC(=O)NC(=O)NCCC(C)C)C2=O)cc1 (centres undefined)	11	-0.1	86	-1	1	-5	2.0	-2	4	31
Cc1cc(Br)c(S(=O)(=O)NCCN2CCOCC2)cc1C	8	0.1	95	0	2	-6	1.2	7	3	4
O=C(c1cccc(N2CCCC2=O)c1)N1CCN(c2ccc(F)cc2)CC1	12	0.0	101	2	6	-5	-1.1	-3	1	0
Cc1ccc2cc(CN(CC3CCCO3)S(=O)(=O)c3c(C)ccc4nsnc34)c(=O)[nH]c2c1 (centres undefined)	4	-0.4	100	0	6	-9	-0.8	2	-3	12

Screening results: PubChem, several laboratories
